TDP2 inh – human TDP2 enzyme inhibitors, primary screen, biochemical, epi absorbance, recombinant enzyme | Tyrosyl-DNA phosphodiesterase 2 (Homo sapiens), O95551 | T5PNP hydrolysis, p-nitrophenol absorbance 415 nm | inhibition, % at 12.8 µM | 0.34% of 370,000 active;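 active = inhibition above the mean of all tested compounds plus 3 SD, set per campaign, cut at about 25% in these data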;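 note: 0% = DMSO with enzyme and 100% = buffer with substrate but no TDP2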
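Test system: Human TDP2 enzyme | Reagent: 5 mM T5PNP | Compound dosing: 12.8 µM single point, 1% DMSO | Incubation: Enzyme reaction with compound for 2 h at 37 °C | Technique: p-Nitrophenol epi absorbance | Read-out: % inhibition relative to enzyme-containing and enzyme-free wells | Benchmarks: High control without enzyme, low control DMSO plus TDP2 | Replicates: Singlicate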
Tn7 DDE FP – inhibitors of Tn7 peptide binding to fibrin DD(E), primary screen, biochemical, fluorescence polarization, human fibrin, Tn7 probe; inhibition, % at 8.3 µM; FP displacement of FITC-Tn7 peptide from fibrin DD(E); 0% = median of compound wells per plate; 0.13% of 370,000 active; Fibrinogen beta chain (Homo sapiens), P02675;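 active = inhibition above the mean of compounds falling within the control limits plus 3 SD of them, cut at about 14% in these data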;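 note: 0% = plate median of compound wells and 100% = 10 µM Aha-Tn7 peptide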
Target sequence (P02675 whole entry, looked up): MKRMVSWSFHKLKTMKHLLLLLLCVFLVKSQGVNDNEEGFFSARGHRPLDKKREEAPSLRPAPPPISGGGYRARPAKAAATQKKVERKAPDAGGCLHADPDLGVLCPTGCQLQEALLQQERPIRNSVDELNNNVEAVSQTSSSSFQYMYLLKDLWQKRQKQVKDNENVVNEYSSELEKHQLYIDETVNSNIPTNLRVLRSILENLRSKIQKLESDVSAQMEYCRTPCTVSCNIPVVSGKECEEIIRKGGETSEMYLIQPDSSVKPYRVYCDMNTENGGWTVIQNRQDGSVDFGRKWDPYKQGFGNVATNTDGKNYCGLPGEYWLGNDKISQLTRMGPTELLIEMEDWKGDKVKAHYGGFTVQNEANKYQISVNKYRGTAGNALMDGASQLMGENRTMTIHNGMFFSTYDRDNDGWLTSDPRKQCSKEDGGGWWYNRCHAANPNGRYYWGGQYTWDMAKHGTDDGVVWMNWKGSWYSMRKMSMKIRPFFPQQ
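System: human fibrin DD(E); quantity: Fibrin-DD(E) at 2 µM final; also added: fluorescent Tn7 probe at 0.1 µM; compound dosing: single nominal test concentration of 8.3 µM per compound; schedule: 10 min preincubation, 3 h with tracer, room temperature; detection: fluorescence polarization of the labelled Tn7 tracer; repeats: one replicate per compound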
PLCg1 inh – PLC-gamma1 enzyme inhibitors, primary screen, biochemical, fluorescence, purified enzyme; 1-phosphatidylinositol 4,5-bisphosphate phosphodiesterase gamma-1 (Homo sapiens), P19174; fluorogenic substrate; inhibition, % at 12.2 µM; 0.84% of 370,000 active; in the data active = inhibition above about 9.5%
proKLK7 act – proKLK7 zymogen activators, primary screen, biochemical, fluorescence intensity. Kallikrein-7 (Homo sapiens), P49862. purified proKLK7, EDANS-DABCYL substrate fluorescence; 100% is mature enzyme control, 0% vehicle. activation, % at 7 µM. 0.9% of 370,000 active;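 active = activation above the mean of all tested compounds plus 3 SD, computed per campaign excluding outliers beyond control limits, cut at about 13% in these data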
Target sequence (P49862 whole entry, looked up): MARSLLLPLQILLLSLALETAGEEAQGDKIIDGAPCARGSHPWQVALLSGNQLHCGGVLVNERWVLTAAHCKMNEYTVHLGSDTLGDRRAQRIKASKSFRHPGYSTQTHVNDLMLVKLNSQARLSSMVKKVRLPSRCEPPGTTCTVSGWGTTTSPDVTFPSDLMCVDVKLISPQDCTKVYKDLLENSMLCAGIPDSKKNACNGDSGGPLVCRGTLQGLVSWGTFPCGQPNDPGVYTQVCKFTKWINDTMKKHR
ADAM10 inh – human ADAM10 inhibitors, primary screen, biochemical, QFRET, HTS | Disintegrin and metalloproteinase domain-containing protein 10 (Homo sapiens), O14672 | recombinant ADAM10, EDANS/DABCYL FRET peptide cleavage, 3 h | inhibition, % at 7 µM | 0.62% of 370,000 active;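 active = inhibition above a per-campaign cutoff equal to the mean of compounds falling between control-based bounds plus 3 SD, cut at about 20% in these data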;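 note: 0% = DMSO wells while the 100% control is not disclosed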
Tn6 DDE FP – inhibitors of Tn6 peptide binding to fibrin DD(E), primary screen, biochemical, fluorescence polarization, human fibrin, Tn6 probe. 0.21% of 370,000 active. Fibrin DD(E) TRITC-Tn6 fluorescence polarization displacement. Fibrinogen beta chain (Homo sapiens), P02675. inhibition, % at 8.3 µM;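 active = inhibition above a per-campaign cutoff: mean of compounds within control limits plus 3 SD, cut at about 15% in these data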;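 note: 0% = median of all compound wells on the plate and 100% = blocking peptide control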
LEDGF integ inh – blockers of LEDGF/p75-dependent integrase strand transfer – biochemical, TR-FRET, high throughput, primary screen; HIV-1 integrase (with human LEDGF/p75); TR-FRET IN-LEDGF/p75 DNA integration, Eu/Cy5; inhibition, % at 3.7 µM; 0.64% of 370,000 active; AID 743269, 2014;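 active = inhibition above the screen-wide mean plus 3 SD, cut at about 13% in these data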;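 note: signal is the Cy5 over europium emission ratio at 671 and 618 nm; 0% = plate median of compound wells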
ADAM17 inh – ADAM17 inhibitors, primary screen, biochemical, QFRET. inhibition, % at 6.95 µM. recombinant ADAM17, EDANS/DABCYL FRET peptide cleavage. 0.83% of 370,000 active. Disintegrin and metalloproteinase domain-containing protein 17 (Homo sapiens), P78536. AID 720648, 2013;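 active = inhibition above the mean of compounds lying between control limits plus 3 SD, set per campaign, cut at about 8.5% in these data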;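 note: 0% = DMSO-only wells as the low control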
ASAP1 inh – inhibitors of human ASAP1 ArfGAP activity, primary screen, biochemical, fluorescence polarization; Arf-GAP with SH3 domain, ANK repeat and PH domain-containing protein 1 (Homo sapiens), …; ASAP1-stimulated ARF1 GTP hydrolysis, GDP FP detection; inhibition, % at 16.5 µM; 0.19% of 360,000 active; in the data active = inhibition above about 25%;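 note: 0% = vehicle with enzyme and substrate and 100% = no enzyme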
ARFGAP1 inhibitor – inhibitors of rat ARFGAP1 GAP activity, primary screen, biochemical, fluorescence polarization, GDP tracer; Arfgap1-stimulated ARF1 GTP hydrolysis, GDP FP detection; 0.26% of 360,000 active; ADP-ribosylation factor GTPase-activating protein 1 (Rattus norvegicus), Q62848; inhibition, % at 16.5 µM;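 active = inhibition above a per-plate limit, mean inhibition of low control wells plus 3 SD, cut at about 25% in these data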;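 note: 0% = DMSO wells with enzyme and 100% = wells lacking Arfgap1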
Target sequence (Q62848 1-136 limits assumed): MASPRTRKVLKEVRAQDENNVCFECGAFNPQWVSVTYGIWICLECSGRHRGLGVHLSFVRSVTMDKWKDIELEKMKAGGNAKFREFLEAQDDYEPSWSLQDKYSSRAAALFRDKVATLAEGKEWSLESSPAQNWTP
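system = rat Arfgap1 catalytic domain, aa 1-136 | technique = FP, GDP Alexa 633 tracer displaced from anti-GDP antibody, 620/688 nm | compound = one concentration, 16.5 µM, DMSO 1.26% | medium = HEPES-based buffer, pH 7.5 | timing = compound-enzyme preincubation 20 min, reaction 120 min, detection 60 min, 25 °C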
An asterisk follows results filed as active; i = inactive; . = no result given.

#1 Cc1ccc(NCc2nnc(SCC(N)=O)o2)c(C)c1
#2 O=C(NCc1ccco1)c1ccc2c(c1)N(Cc1ccccc1)CCS2
#3 O=C1CC(c2ccc3ccccc3c2)N=C2N(Cc3ccc4c(c3)OCO4)C/C(=C/c3ccccc3)N12 (stereo not drawn)
#4 Cc1n[nH]c(=O)n1-c1cccc(C(F)(F)F)c1
#5 Cc1ccnc(NS(=O)(=O)c2ccc(NC(=O)C3CCCCC3C(=O)O)cc2)n1 (stereo not drawn)
#6 CSc1nc(C)cc(OCCNS(=O)(=O)c2cc(C)ccc2C)n1
#7 COc1ccc(C(=O)Nc2ccncc2)cc1OC
#8 CC1CC(=Cc2ccc(N)cc2)C(=O)O1 (stereo not drawn)
assay / entry	1	2	3	4	5	6	7	8
Tn7 DDE FP	2	-6	5	-1	-1	0	0	6
Tn6 DDE FP	-4	-4	-5	7	0	-4	-5	2
ADAM10 inh	0	i	7	4	-3	6	2	-26
ADAM17 inh	-3	-241	0	-3	-4	-2	1	-11
ASAP1 inh	-3	-2	.	-16	-2	0	2	-2
PLCg1 inh	-2	-314	-5	-2	-1	-3	3	-9
TDP2 inh	-3	16	-4	-4	16	-2	-2	-1
LEDGF integ inh	5	-2	-1	-2	0	4	-1	-1
proKLK7 act	-0.3	-27	.	0.7	-0.6	0.0	-0.3	-0.3
ARFGAP1 inhibitor	-7	5	.	-6	0	-4	-15	5

#9 CCCOc1ccc(/C=c2\sc3nc(-c4ccco4)nn3c2=O)cc1OCC
#10 COc1cc(NC(=O)c2cccs2)ccc1NC(=O)c1cc2ccccc2o1
#11 O=CNC1CCCc2c1[nH]c1ccc(Cl)cc21 (stereo not drawn)
#12 CCOC(=O)N1CCC(N(CCN(C)C)C(=S)Nc2ccccc2OC)CC1
#13 COc1cccc(OC)c1C(=O)N1CCN(c2c(Cc3ccccc3)c(C)nc3ncnn23)CC1
#14 COc1ccccc1/C=C/C=N/NC(=O)c1ccccn1
#15 O=C(/C=C/c1ccco1)Nc1ccc(-c2nc3ccccc3[nH]2)cc1
#16 CCOC(=O)CNc1c(-c2ccc(F)cc2)nc2cnccn12
assay / entry	9	10	11	12	13	14	15	16
Tn7 DDE FP	-2	-1	-9	8	5	1	-7	2
Tn6 DDE FP	-1	-4	-1	-2	-3	2	6	4
ADAM10 inh	7	-1	-5	-7	-4	-56	-19	i
ADAM17 inh	-3	-1	-1	-5	-2	-13	-1	i
ASAP1 inh	-3	4	18	-7	-6	3	28*	1
PLCg1 inh	-5	-1	-4	2	1	-85	-74	i
TDP2 inh	3	10	6	6	3	-5	-5	0
LEDGF integ inh	13*	-1	4	1	2	0	-14	-3
proKLK7 act	-0.5	0.0	-0.3	0.7	-0.8	-4.4	1.1	65*
ARFGAP1 inhibitor	0	-2	15	-21	-1	10	88*	-3

#17 O=C(COC(=O)c1sc2ccccc2c1Cl)Nc1ncc(Cl)cc1Cl
#18 O=C(Nc1ccccn1)c1ccc(S(=O)(=O)c2ccc(Cl)cc2)cc1
#19 O=C(Nc1cccnc1)c1cnn2cccnc12
#20 O=C(Nc1nccs1)C1CC(=O)N(c2ccc(Cl)cc2)C1 (stereo not drawn)
#21 CN(C)c1ccc(NC(=O)Nc2ccc3c(c2)c(=O)n(C)n3Cc2ccccc2)cc1
#22 CCOc1ccc(NS(=O)(=O)c2cc3c4c(c2)CCN4C(=O)CC3)cc1
#23 Cc1ccccc1OCC(=O)OC(C)CN1CCN(C)CC1 (stereo not drawn)
#24 CCOC(=O)C1(CCCc2ccccc2)CCN(Cc2cnc(C)s2)CC1
assay / entry	17	18	19	20	21	22	23	24
Tn7 DDE FP	-1	-4	-4	-5	8	-3	-3	9
Tn6 DDE FP	3	4	2	-12	-2	-1	2	4
ADAM10 inh	-8	1	3	8	-179	2	2	3
ADAM17 inh	0	0	-1	-1	-48	-3	-1	3
ASAP1 inh	7	-4	2	11	-14	0	9	-11
PLCg1 inh	-5	3	-2	1	-124	0	0	4
TDP2 inh	0	9	12	5	5	-6	-1	17
LEDGF integ inh	-10	1	3	4	-1	6	-3	0
proKLK7 act	0.7	0.1	0.5	0.6	-1.0	0.0	-0.1	-0.3
ARFGAP1 inhibitor	4	4	0	3	-6	10	0	-6

Random excerpt: 3 compounds from above.
#23 Cc1ccccc1OCC(=O)OC(C)CN1CCN(C)CC1 (stereo not drawn)
#17 O=C(COC(=O)c1sc2ccccc2c1Cl)Nc1ncc(Cl)cc1Cl
#19 O=C(Nc1cccnc1)c1cnn2cccnc12
assay / entry	23	17	19
Tn7 DDE FP	-3	-1	-4
Tn6 DDE FP	2	3	2
ADAM10 inh	2	-8	3
ADAM17 inh	-1	0	-1
ASAP1 inh	9	7	2
PLCg1 inh	0	-5	-2
TDP2 inh	-1	0	12
LEDGF integ inh	-3	-10	3
proKLK7 act	-0.1	0.7	0.5
ARFGAP1 inhibitor	0	4	0

Going on with the list.
#25 c1cn(CCCNC2=NCCCCC2)cn1
#26 O=S(=O)(NCCS(=O)(=O)N1CCN(c2ccc(F)cc2)CC1)c1ccccc1
#27 COc1ccc(NS(=O)(=O)c2cc(Br)cc3c2N(C(C)=O)CC3)cc1
#28 O=C1NC(=O)C(c2ccccc2[N+](=O)[O-])=C1Nc1ccc(O)c(Cl)c1
#29 Cc1ccc(Oc2nc3c(C)cccn3c(=O)c2/C=C(\C#N)C(N)=O)cc1
#30 CN(C)S(=O)(=O)c1ccc(NC(=O)N2CCN(c3cccc(C(F)(F)F)c3)CC2)cc1
#31 COc1ccccc1OCCNC(=O)c1cccc(S(=O)(=O)N2CCN(Cc3ccccc3)CC2)c1
#32 Clc1c(-c2nnc3n2CCCCC3)sc2ccccc12
assay / entry	25	26	27	28	29	30	31	32
Tn7 DDE FP	-11	0	-4	8	3	-4	2	-3
Tn6 DDE FP	-2	4	1	8	4	5	4	1
ADAM10 inh	-5	-12	-5	-10	-79	0	-5	-1
ADAM17 inh	1	-2	-2	-3	-26	2	-7	-4
ASAP1 inh	0	6	-8	5	-11	3	-3	10
PLCg1 inh	3	-1	-1	-9	-41	3	-3	2
TDP2 inh	-9	-4	0	18	18	0	6	0
LEDGF integ inh	-2	-3	-2	26*	2	-4	-1	2
proKLK7 act	0.9	0.3	0.1	-0.3	7.7	0.8	0.1	0.4
ARFGAP1 inhibitor	-7	12	-8	11	-3	5	-7	2

#33 O=C(NCCc1ccccc1)NC(Cc1ccccc1)C(=O)O (stereo not drawn)
#34 CCOc1ccc(NS(=O)(=O)c2ccc3c(c2)N(C(C)=O)CC3)cc1
#35 O=C(/C=C/c1ccc(Cl)c([N+](=O)[O-])c1)Nc1ccc(NC(=O)c2ccco2)cc1
#36 CCOC(=O)N1CCN(S(=O)(=O)c2cc(-c3nn4c(C)nnc4c4ccccc34)ccc2C)CC1
#37 CCCCOC(=O)C[N+](C)(C)CCOC1CC2CCC1(C)C2(C)C (stereo not drawn)
#38 COc1ccc(N(C(=O)/C=C/c2ccccc2)C2=CC3CCC(C2)N3C)cc1 (stereo not drawn)
#39 CN(C)c1ccc(/C=C2\CCCc3c2nc2ccccc2c3C(=O)O)cc1
#40 CCOCC(=O)Nc1nc2ccc(OC)cc2s1
assay / entry	33	34	35	36	37	38	39	40
Tn7 DDE FP	1	5	8	-5	4	7	0	3
Tn6 DDE FP	6	-1	5	0	-2	-2	-4	-6
ADAM10 inh	13	-3	-35	-6	-2	-3	-10	14
ADAM17 inh	-3	-4	-4	-7	2	-6	-4	1
ASAP1 inh	-1	0	12	0	-5	7	-18	0
PLCg1 inh	0	0	0	-3	2	2	-301	3
TDP2 inh	-17	4	0	3	-5	-2	7	-8
LEDGF integ inh	2	1	-7	0	-1	-3	0	-2
proKLK7 act	0.0	-0.2	0.5	0.2	-0.4	0.3	-0.4	-0.4
ARFGAP1 inhibitor	13	-2	7	1	-2	11	9	-11

#41 Nc1nc(=S)c2ncn(C3OC(CO)CC3O)c2[nH]1 (stereo not drawn)
#42 COc1ccc(NC(=O)CN2CCN(c3ccc(C)cc3C)CC2)cc1
#43 CC1CCC(NC(=O)CCN2C(=O)C3CC=CCC3C2=O)CC1 (stereo not drawn)
#44 CN(C(=O)c1cccc(NC(=O)Cc2ccc([N+](=O)[O-])cc2)c1)C1CCC1
#45 CCOC(=O)C1CCCN(C(=O)c2cc(-c3ccccc3)on2)C1 (stereo not drawn)
#46 Cc1cccc(C)c1NC(=O)CSc1nnc(NC(=O)CN2CCOCC2)s1
#47 COc1ccc(C)cc1NC(=O)NNC(=O)C1CCC(C(C)(C)C)CC1 (stereo not drawn)
#48 COc1ccc(-n2c(=S)[nH]c3cc(C(=O)Nc4cc(OC)c(OC)c(OC)c4)ccc3c2=O)c(OC)c1
#49 CCC(C)c1ccc(S(=O)(=O)N2CCN(C(=O)c3ccc(Cl)c(S(=O)(=O)N4CCOCC4)c3)CC2)cc1 (stereo not drawn)
#50 C=CCn1c(N(C)C)nc2c1c(=O)[nH]c(=O)n2C
#51 Cc1cccc(NC(=O)COC(=O)CN2C(=O)C3CCCCC3C2=O)c1C (stereo not drawn)
assay / entry	41	42	43	44	45	46	47	48	49	50	51
Tn7 DDE FP	0	-3	-1	1	-2	-2	-7	-2	0	-4	-4
Tn6 DDE FP	-1	-8	8	-8	-4	6	-11	4	2	-5	2
ADAM10 inh	-6	2	10	5	8	6	-7	19	-5	14	-13
ADAM17 inh	-3	0	1	3	1	-1	-4	5	-1	9.8*	0
ASAP1 inh	14	-1	3	-8	13	9	12	0	-9	-11	-1
PLCg1 inh	5	2	12*	9	0	-28	3	-1	0	4	0
TDP2 inh	5	-13	-19	-10	-16	-1	-7	1	1	-15	-3
LEDGF integ inh	3	-5	7	-4	4	-2	0	0	1	8	-3
proKLK7 act	0.1	0.2	0.8	0.1	0.0	-0.7	-0.2	-0.4	-0.4	0.6	-0.2
ARFGAP1 inhibitor	0	7	-6	8	8	14	9	7	15	-3	-3

Compound activity as filed in PubChem BioAssay.
